# High-throughput results as filed in PubChem.
# FBW7 act: activators of human E3 ligase FBW7. normalized activity (activation), % at 26.1 µM. 650,000 tested, 0.13% active. AID 1259310. Q969H0. AlphaScreen FBW7–phospho-cyclin E peptide binding, activator screen; in the data active = normalized activity above about 1.9%;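 note: purified mutant Fbw7 with reduced substrate affinity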
# Target sequence (Q969H0 whole entry, looked up): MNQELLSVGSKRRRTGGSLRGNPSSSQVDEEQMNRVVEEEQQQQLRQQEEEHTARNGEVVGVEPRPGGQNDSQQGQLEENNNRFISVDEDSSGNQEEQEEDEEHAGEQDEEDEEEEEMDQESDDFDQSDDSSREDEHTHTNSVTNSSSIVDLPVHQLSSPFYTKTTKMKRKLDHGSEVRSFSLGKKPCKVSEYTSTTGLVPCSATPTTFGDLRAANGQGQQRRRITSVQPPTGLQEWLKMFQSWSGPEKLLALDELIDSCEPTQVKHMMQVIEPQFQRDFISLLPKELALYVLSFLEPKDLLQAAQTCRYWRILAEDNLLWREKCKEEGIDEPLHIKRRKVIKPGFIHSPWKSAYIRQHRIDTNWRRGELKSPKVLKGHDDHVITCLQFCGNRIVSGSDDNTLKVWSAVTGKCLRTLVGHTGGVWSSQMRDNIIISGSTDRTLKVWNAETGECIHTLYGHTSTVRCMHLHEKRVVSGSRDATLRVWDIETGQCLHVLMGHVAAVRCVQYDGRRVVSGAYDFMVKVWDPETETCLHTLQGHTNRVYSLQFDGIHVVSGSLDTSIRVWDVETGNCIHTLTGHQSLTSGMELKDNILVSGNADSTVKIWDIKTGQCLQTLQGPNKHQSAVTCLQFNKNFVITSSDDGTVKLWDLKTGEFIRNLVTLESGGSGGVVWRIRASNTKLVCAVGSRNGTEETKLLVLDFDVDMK
# GPR151 ag: human GPR151 activation; Q8TDV0; PathHunter beta-arrestin GPR151 cells, luminescence; activation, % at 11.2 µM; 650,000 tested, 1% active; AID 1508602; in the data active = activation above about 4.9%;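 note: 0% = median of compound wells and 100% = cells with positive control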
# Target sequence (Q8TDV0 whole entry, looked up): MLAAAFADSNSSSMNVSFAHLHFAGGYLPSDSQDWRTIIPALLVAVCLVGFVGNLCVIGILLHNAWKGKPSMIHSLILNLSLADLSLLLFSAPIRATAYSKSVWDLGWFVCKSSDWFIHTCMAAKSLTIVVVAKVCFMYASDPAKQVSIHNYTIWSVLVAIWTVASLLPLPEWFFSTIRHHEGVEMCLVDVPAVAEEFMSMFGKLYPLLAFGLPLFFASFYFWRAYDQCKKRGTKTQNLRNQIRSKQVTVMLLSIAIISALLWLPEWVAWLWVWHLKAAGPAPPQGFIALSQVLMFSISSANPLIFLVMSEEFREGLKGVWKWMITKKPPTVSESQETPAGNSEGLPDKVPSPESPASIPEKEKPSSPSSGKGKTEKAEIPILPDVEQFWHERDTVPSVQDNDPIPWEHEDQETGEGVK
# TEAD-YAP block: TEAD-YAP interaction inhibition; HEK-TIYL cells, TEAD-Gal4/YAP UAS-luciferase luminescence; inhibition, % at 9.12 µM; 640,000 tested, 1.4% active; in the data active = inhibition above about 32%;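 note: 0% = median of test compound wells and 100% = reference inhibitor wells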
# MITF primary: inhibitors of human MITF; O75030; AlphaScreen MITF homodimerization, bead proximity signal; inhibition, % at 2.6 µM; 650,000 tested, 0.91% active; AID 1259374; in the data active = inhibition above about 50%;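 note: 0% = vehicle wells with protein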
# Starred values were filed as active, the others as inactive.
SMILES,FBW7 act,GPR151 ag,TEAD-YAP block,MITF primary
CCOC(=O)Cn1nc(-c2ccccc2)c2ccccc2c1=O,-0.1,0.7,5.4,-1.2
CCC(C)(C)n1nnnc1C(c1cc2cc3c(cc2[nH]c1=O)OCO3)N1CCCCC1 (configuration not stated),-0.1,-0.5,0.9,4.8
COc1ccc(CN2CCN(C/C=C/c3ccccc3)CC2)c(O)c1,0.5,-0.5,11.5,18.7
CCCCNC(=O)CC(NCCCC)c1ccccc1O (configuration not stated),0.0,-0.8,0.4,-29.8
Cc1nc(N2CCC(C)CC2)c2c(C)c(C(=O)Nc3ccc(Oc4ccccc4)cc3)sc2n1,0.2,2.6,5.9,3.4
O=C(NNc1c(Cl)cc(Cl)cc1Cl)c1ccc(Br)cc1,-0.1,-0.1,-6.5,9.2
CCC(C)(C(=O)NC1CCCC1)N(C(=O)CNC(C)=O)c1ccc(C)cc1 (configuration not stated),-0.1,0.4,1.9,6.1
COC(=O)c1ccc(S(=O)(=O)N2CCCC(C)C2)cc1 (configuration not stated),-0.1,0.4,1.6,15.5
CCOC(=O)c1c(NC(=O)c2sc3ccccc3c2Cl)sc(C)c1C,0.1,0.3,17.8,3.6
COc1cc(CNC(=O)c2cnc3cc(-c4cn[nH]c4)ccn23)cc(OC)c1,0.2,0.2,-26.9,-6.0
CC(C)NC(=O)C(=O)N/N=C/c1ccc2c(c1)OCO2,0.0,0.8,4.9,1.4
NC(=O)c1ccccc1NC(=O)CN(c1cccc(Cl)c1)S(=O)(=O)c1ccccc1,0.0,0.9,2.8,-1.2
COc1cc(NC(=O)c2cc3c(=O)n(C)c4ccccc4c3n2C)cc(OC)c1OC,0.1,-0.5,10.6,-4.8
CCOc1ccc(Nc2cc(-n3nc(C)cc3-c3ccccc3)ncn2)cc1,-0.1,2.2,3.1,8.0
CC12C=CC(C)(O1)C1C(=O)N(c3cccc4ccccc34)C(=O)C12 (configuration not stated),0.0,-0.2,8.0,11.4

# Compound profiles (already shown). Order of values: FBW7 act	GPR151 ag	TEAD-YAP block	MITF primary
# Profile of COc1cc(CNC(=O)c2cnc3cc(-c4cn[nH]c4)ccn23)cc(OC)c1 : 0.2	0.2	-26.9	-6.0
# Profile of CCOC(=O)Cn1nc(-c2ccccc2)c2ccccc2c1=O : -0.1	0.7	5.4	-1.2
# Profile of CCC(C)(C)n1nnnc1C(c1cc2cc3c(cc2[nH]c1=O)OCO3)N1CCCCC1 (configuration not stated) : -0.1	-0.5	0.9	4.8

# Next part
SMILES,FBW7 act,GPR151 ag,TEAD-YAP block,MITF primary
COC(=O)C1=CN(C(C)C)C=C(C(=O)OC)C1c1cc(Br)c(OC)c(OC)c1,-0.1,-1.1,2.1,-24.0
Cc1ccc(NC(=O)C2C3C=CC4(O3)C2C(=O)N(CCN2CCCCCC2)C4C(=O)NC2CCCC(C)C2C)cc1Cl (configuration not stated),-0.1,1.3,9.0,-19.7
O=C1N=C(N2CCCC2)S/C1=C/c1ccc(Cl)cc1,-0.1,-1.6,0.8,-6.6
CC1=C(C(N)=O)C(c2c(F)cccc2Cl)NC(=O)N1 (configuration not stated),-0.1,0.1,0.9,-8.4
O=C(c1ncoc1-c1cccs1)N1CCN(c2ncccn2)CC1,0.1,-0.5,2.4,5.2
CCCC(=O)Nc1cccc(NC(=O)c2ccccc2Br)c1,-0.1,0.5,2.8,1.5
O=C1N[C@@H](Cc2ccc(O)cc2)C(=O)N2CCN(C(=O)OCc3ccccc3)C[C@H]12,0.2,-1.8,-6.5,-17.2
CCOC(=O)C(C)Sc1nc2c(c(=O)n1-c1ccc(OCC)cc1)SCC2 (configuration not stated),-0.2,2.0,-5.3,3.6
Cc1cccc(NC(=O)CSc2nnc3c4c(C)c(C)sc4ncn23)c1,0.0,-0.6,7.8,14.5
COc1ccc(C(=O)Nc2ccccc2I)cc1,0.0,-0.1,-20.9,-2.9
Cc1onc(-c2ccccc2)c1C(=O)Nc1cccc(C#N)c1,1.1,-0.1,7.6,70.1*
NC(=S)NNC(=O)C1COc2ccccc2O1 (configuration not stated),0.9,0.2,1.1,16.1
CCOc1ccc(C2C3=C(CC(C)(C)CC3=O)Nc3nc(SC)nn32)c(OC)c1 (configuration not stated),0.3,-2.3,10.3,20.3
CCCCN(CC)S(=O)(=O)c1ccc(C(=O)Nc2sc3c(c2-c2nc4ccccc4s2)CCN(C(C)=O)C3)cc1,0.3,-1.5,3.5,8.1
CCOc1ccc(-c2nc3cc(NC(=O)COc4ccccc4C)ccc3o2)cc1,0.3,-0.8,10.6,7.1
CCCCC(=O)OC1CC(C)N(C(=O)c2ccccc2)c2ccc(C)cc21 (configuration not stated),0.2,1.4,6.0,2.3
CCC12CN3CC(CC)(CN(C1)C3c1ccc(N(C)C)cc1)C2=O (configuration not stated),0.0,1.0,7.3,13.9
O=C1c2nccnc2C(=O)N1c1ccc(Br)cn1,0.5,-2.2,-6.9,13.4
Cn1c(N2CCN(Cc3ccc4c(c3)OCO4)CC2)cc(=O)n(C)c1=O,-0.2,0.9,1.5,-4.5
Cc1ccc(C)c(NC(=O)CSc2c(C)n[nH]c2C)c1,-0.2,-1.8,-0.9,6.0
O=C(NNC(=O)c1ccccc1Br)c1ccc(Cl)cc1,0.0,1.0,-13.5,-5.3
Oc1c(C(c2ccc(F)cc2)N2CCCC2)ccc2cccnc12 (configuration not stated),-1.9,-1.3,79.7*,10.9
CC(=O)Nc1cccc(NC(=O)CSc2nc(C)c(C)c(C)c2C#N)c1,-0.1,-0.8,-0.7,-11.9
COc1ccc(C(=O)NNC(=O)CC#N)cc1,1.3,-0.2,6.8,14.1
CCOC(=O)C1(CCCc2ccccc2)CCN(C(=O)CSC)CC1,-0.2,-1.8,-11.5,-4.5
COc1cccc(C2C3CN(C(C)C)CC=C3C(C#N)=C(N)C2(C#N)C#N)c1 (configuration not stated),-0.1,-0.9,-7.2,-3.0
CCOC(=O)C1=C(c2ccccc2)NC(=O)NC1c1ccc(Cl)cc1Cl (configuration not stated),-0.1,-0.7,-7.2,0.2
Cc1cccn2c(=O)c3cc(C(=O)N(C)C4CCCCC4)n(C)c3nc12,0.0,0.9,-0.2,-2.5
CN1CCN(C(=O)c2ccc(-c3ncc(C(=O)NC4CCN(Cc5ccccc5)CC4)s3)cc2)CC1,-0.1,-1.0,7.8,-12.3
CCOC(=O)c1c(C)[nH]c(C)c1C(=O)COC(=O)c1ccc(-n2cnnn2)cc1,-0.2,2.2,6.0,-10.8
CCOC(=O)c1c(NC(=O)C(C)Sc2nnc(CNC(=O)c3ccccc3F)n2-c2ccc(OCC)cc2)sc2c1CCC2 (configuration not stated),-0.1,0.6,-1.9,-3.7
CCOc1ccccc1NC(=O)C1=C(C)NC(=O)NC1c1ccc(Cl)cc1Cl (configuration not stated),-0.1,0.7,5.7,-5.5
O=C(CC(=O)N/N=C/c1ccccc1)NCc1ccccc1,-0.1,0.0,-7.2,2.7
O=C1c2oc3ccccc3c(=O)c2C(c2cccc(Cl)c2)N1CCO (configuration not stated),-0.1,2.1,7.1,13.3
CCCCC(=O)NCc1ccc2[nH]c(C)cc2c1,0.2,-0.7,-22.3,-15.9
Cc1cc(C)c(NC(=O)CSc2nc(=O)n(CCN(C)C)c3c2CCCC3)c(C)c1,0.2,0.8,-9.4,2.1
CCOC(=O)c1cnc2c(OC)cccc2c1NCCCN1CCOCC1,-0.1,0.0,-5.5,4.7
NC(=O)COc1ccc(/C=C2/NC(=O)NC2=O)cc1,-0.1,0.0,1.1,-3.3
CCOC(=O)C1=C(C)NC2=C(C(=O)C(C(=O)OC)C(C)C2)C1c1ccc(OC)c(OC)c1 (configuration not stated),0.3,-1.0,3.4,-6.5
CCc1ccc(NC(=O)CSc2nc3ccc(NC(=O)/C=C\c4ccccc4)cc3s2)cc1,0.1,1.7,1.1,5.3
Cc1cc(C(C)(C)C)ccc1OCCCCNCCN,0.0,-1.5,-7.2,-0.4
Cc1ccc(Nc2ncnc3c2cnn3-c2ccccc2)cc1,0.1,2.5,-27.8,-6.8
O=C(C1CCC(CNS(=O)(=O)c2ccccc2)CC1)N1CCCCC1 (configuration not stated),0.4,-0.7,-2.8,5.2
Cc1cc(C)c(/C=C(\C#N)C(N)=S)c(C)c1,-0.1,-1.3,0.7,13.9
CCn1cc(CNC(=O)CN2Cc3cc(C)ccc3OC(c3ccsc3)C2)cn1 (configuration not stated),-0.1,-0.9,-0.3,-3.3
CCSCCOC(=O)C1=C(C)NC(=O)NC1c1ccc(Cl)cc1Cl (configuration not stated),0.0,0.8,-6.8,-4.5
CCOc1ccc2nc(SCC(=O)OC(C)C)c(C#N)cc2c1,0.2,0.0,3.0,-8.9
O=[N+]([O-])c1cccc(CN2CCCC(O)C2)c1 (configuration not stated),0.2,0.8,5.4,26.9
Cc1ccc(OCC(=O)NC(C)c2ccc(Cl)cc2Cl)c([N+](=O)[O-])n1 (configuration not stated),0.0,-0.9,10.2,-3.5
Cc1cc(OCC(=O)c2ccc(F)cc2)ccc1N1C(=O)CCC1=O,0.2,-2.7,0.0,3.2
CC(NC(=O)C1C(=O)NC2(C)CC1c1ccccc1O2)c1ccccc1 (configuration not stated),0.0,-0.4,10.2,4.7
Cc1cc(C)cc(C(=O)Oc2coc(CSc3nncn3C)cc2=O)c1,-0.1,0.2,10.0,4.6
CC(=O)c1c(C)[nH]c(C(=O)Nc2ccc(S(=O)(=O)N3CCOCC3)cc2)c1C,-0.2,-0.1,-4.3,-2.2
CCCN(Cc1ccccc1)C(=O)c1ccc(N2C(=O)CCC2=O)cc1,-0.2,1.7,-1.5,11.4
CN(C)CCCNCCOc1ccccc1,0.4,-0.4,-0.7,11.2
CCOC(=O)c1ccc(NC(=O)CSc2nc3ccccc3c(=O)n2CC2CCC(C(=O)NCc3ccccc3)CC2)cc1 (configuration not stated),0.1,-0.7,10.9,9.1
O=C(NCCCN1CCCC1=O)c1ccc2nc(Br)sc2c1,0.1,-1.5,-8.1,5.6
COc1ccccc1CN1CCSCC1,-0.1,0.6,15.4,30.4
NC(=O)C[n+]1cccc(Br)c1,-0.1,0.5,-4.0,1.1
Cc1ccc(CCNC(=O)CN2N=C(c3ccccc3)CCC2=O)cc1,0.5,-0.3,-9.6,-1.7

# The list goes on; it opens with the six that closed the last part.
SMILES,FBW7 act,GPR151 ag,TEAD-YAP block,MITF primary
CN(C)CCCNCCOc1ccccc1,0.4,-0.4,-0.7,11.2
CCOC(=O)c1ccc(NC(=O)CSc2nc3ccccc3c(=O)n2CC2CCC(C(=O)NCc3ccccc3)CC2)cc1 (configuration not stated),0.1,-0.7,10.9,9.1
O=C(NCCCN1CCCC1=O)c1ccc2nc(Br)sc2c1,0.1,-1.5,-8.1,5.6
COc1ccccc1CN1CCSCC1,-0.1,0.6,15.4,30.4
NC(=O)C[n+]1cccc(Br)c1,-0.1,0.5,-4.0,1.1
Cc1ccc(CCNC(=O)CN2N=C(c3ccccc3)CCC2=O)cc1,0.5,-0.3,-9.6,-1.7
COc1ccc(NC(=O)CSC2=NC(C)(C)N=C2c2ccc(F)cc2)cc1,-0.1,0.6,7.3,5.7
COc1ccc2c(c1)O/C(=C\c1ccc(OC(=O)c3ccco3)c(OC)c1)C2=O,-0.1,-1.4,21.1,-14.9
CCCCSC1=C(C#N)C(c2ccccc2OCC)C(C(=O)OCC)C(=O)N1 (configuration not stated),-0.1,0.6,-15.5,-1.1
O=c1[nH]c2cc(Br)cnc2nc1/C=C(\O)c1ccccc1,-0.1,-0.3,-2.1,-5.3
Cc1ccccc1NC(=O)Cc1cn(C)c2ccccc12,-0.2,0.0,-8.8,0.1
Cc1c(Br)c(-c2n[nH]c(=S)n2CC(C)C)nn1C,0.2,0.8,11.5,8.5
Cc1ccc(NC(=O)CSc2nnc(CNC(=O)c3ccccc3F)o2)c(C)c1,-0.4,-0.1,12.5,1.6
COCc1cc(C)n(CC(=O)Nc2ccc(F)cc2)c(=O)c1C#N,0.0,0.0,5.0,0.0
C/C(=N\NC(=O)c1ccccc1)c1c(C)[nH]n(-c2ccccc2)c1=O,-0.3,0.4,-52.1,6.6
CCCNC(=O)c1ccc2nc(-c3ccc(OC)nc3)sc2c1,-0.1,2.2,-6.0,-8.5
CCOC(=O)N1CCC(NC(=O)c2ccc(-c3ccccc3)nc2N2CCOCC2)CC1,-0.1,1.0,-18.2,-8.1
CC1CCCCN1CCNC(=O)Cn1ncn2nc(-c3cccs3)cc2c1=O (configuration not stated),0.2,-2.0,-8.7,11.7
CCN(CC)CCCNC(=O)Cn1nc(C)n2c(cc3occc32)c1=O,-0.1,0.1,-3.2,5.4
Cc1ccc(O)c(NC(=O)c2ccc(N3C(=O)c4ccccc4C3=O)cc2)c1,-0.2,-0.8,7.5,-2.0
O=C(Nc1cnn(Cc2ccc(F)cc2)c1)c1cc(-c2ccco2)on1,0.1,0.2,-11.1,-0.4
c1cncc(CNc2nc(N3CCOCC3)nc3c2ncn3C2CCCCC2)c1,0.2,0.1,1.7,11.7
CN(C)CCN(C)c1nc([C@H](N)Cc2cccc(F)c2)nc2ccc(-c3cn[nH]c3)cc12,2.7*,0.3,-0.5,30.3

# Shown with two lines to a compound: entries from further up.
# Values in the order – FBW7 act, GPR151 ag, TEAD-YAP block, MITF primary
- COCc1cc(C)n(CC(=O)Nc2ccc(F)cc2)c(=O)c1C#N
    0.0, 0.0, 5.0, 0.0
- C/C(=N\NC(=O)c1ccccc1)c1c(C)[nH]n(-c2ccccc2)c1=O
    -0.3, 0.4, -52.1, 6.6

# Quoted at random: 2 records from the list
SMILES,FBW7 act,GPR151 ag,TEAD-YAP block,MITF primary
COc1cc(NC(=O)c2cc3c(=O)n(C)c4ccccc4c3n2C)cc(OC)c1OC,0.1,-0.5,10.6,-4.8
O=C1c2oc3ccccc3c(=O)c2C(c2cccc(Cl)c2)N1CCO (configuration not stated),-0.1,2.1,7.1,13.3

# Rows are unselected; 3.5% or so of the library scored in one or more.
